Bioassay records deposited in PubChem by NMMLSC.
AGP1-GFP MLPCN: modulators of AGP1-GFP expression in yeast TOR pathway, primary screen, cell-based, multiplex flow cytometry, S. cerevisiae, MLPCN library; 3 h; GFP as percent of DMSO wells; GFP response vs DMSO, % at 10 µM; 0.02% of 320,000 active;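 active = GFP response relative to DMSO above a set limit, near screen average plus 3 SD, cut at about 150% in these data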;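 also: median GFP channel fluorescence of the gated AGP1 strain per well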
GRK2 inh: compounds blocking aptamer binding on GRK2 – biochemical, human GRK2, bead flow cytometry, HTS, primary screen | FAM-aptamer displacement from GRK2 | inhibition of aptamer binding, % at 10 µM | 0.59% of 330,000 active;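 active = inhibition of aptamer binding above 40%, roughly 3 SD of noise, on plates passing a quality check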;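 also: median bead fluorescence of bound FAM aptamer so fluorescent compounds give negative values; no value below 0 was filed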
CIT2-GFP yeast: modulators of CIT2-GFP expression in yeast, primary screen, S. cerevisiae, GFP fusion, multiplex flow cytometry, MLPCN library; S. cerevisiae CIT2-GFP strain, 3 h; 100 means same as DMSO wells; GFP response vs DMSO, % at 10 µM; 0.065% of 320,000 active;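 active = GFP response relative to DMSO above a set limit, near the screen mean plus 3 SD, cut at about 150% in these data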;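 also: ratio of well median GFP fluorescence to mean of DMSO wells on the plate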
LAP4 TOR yeast: modulators of LAP4-GFP expression in yeast, primary screen, S. cerevisiae, multiplex flow cytometry, MLPCN library. 3 h; median GFP as percent of DMSO wells. 0.34% of 320,000 active. GFP response vs DMSO, % at 10 µM;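 active = GFP response vs DMSO above a set limit, about the screen mean plus 3 SD, cut at about 150% in these data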
CR mimetic SO: reduction of superoxide in aged yeast, primary screen, HTS; S. cerevisiae aged cells, superoxide DHE fluorescence; hits give low values; AID 2690, 2010; 0.18% of 330,000 active; superoxide response (% of plate mean), % at 10 µM;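 active = superoxide response under a set limit, about three screen SD below normal, cut at about 65% in these data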;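 also: yeast aged for seven days with compound at 30 °C before DHE staining; 100% = average MFI of all compound-treated wells on the plate with controls excluded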
RPL19A-GFP yeast: RPL19A-GFP expression modulators in yeast, primary screen, cell-based, S. cerevisiae, multiplex flow cytometry, MLPCN; S. cerevisiae RPL19A-GFP strain, 3 h; hits give low values; percent response vs DMSO, % at 10 µM; 0.3% of 330,000 active;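 active = percent response vs DMSO below 50%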;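 also: median channel GFP fluorescence of the barcoded RPL19A-GFP strain; ratio of sample median GFP to plate DMSO average so 100% = DMSO; lower means less RPL19A-GFP as with rapamycin TOR inhibition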
VLA-4 inh: inhibition in human VLA-4 binding assay, primary screen, VLA-4 allosteric modulator project, MLPCN library, flow cytometry, VLA-4 expressing cells; Integrin alpha-4 (Homo sapiens), P13612; ligand binding flow cytometry; inhibition, % (about 7 µM as worked out from the volumes in the protocol); 0.2% of 330,000 active; in the data active = inhibition above about 50%
Target sequence (P13612 whole entry, looked up): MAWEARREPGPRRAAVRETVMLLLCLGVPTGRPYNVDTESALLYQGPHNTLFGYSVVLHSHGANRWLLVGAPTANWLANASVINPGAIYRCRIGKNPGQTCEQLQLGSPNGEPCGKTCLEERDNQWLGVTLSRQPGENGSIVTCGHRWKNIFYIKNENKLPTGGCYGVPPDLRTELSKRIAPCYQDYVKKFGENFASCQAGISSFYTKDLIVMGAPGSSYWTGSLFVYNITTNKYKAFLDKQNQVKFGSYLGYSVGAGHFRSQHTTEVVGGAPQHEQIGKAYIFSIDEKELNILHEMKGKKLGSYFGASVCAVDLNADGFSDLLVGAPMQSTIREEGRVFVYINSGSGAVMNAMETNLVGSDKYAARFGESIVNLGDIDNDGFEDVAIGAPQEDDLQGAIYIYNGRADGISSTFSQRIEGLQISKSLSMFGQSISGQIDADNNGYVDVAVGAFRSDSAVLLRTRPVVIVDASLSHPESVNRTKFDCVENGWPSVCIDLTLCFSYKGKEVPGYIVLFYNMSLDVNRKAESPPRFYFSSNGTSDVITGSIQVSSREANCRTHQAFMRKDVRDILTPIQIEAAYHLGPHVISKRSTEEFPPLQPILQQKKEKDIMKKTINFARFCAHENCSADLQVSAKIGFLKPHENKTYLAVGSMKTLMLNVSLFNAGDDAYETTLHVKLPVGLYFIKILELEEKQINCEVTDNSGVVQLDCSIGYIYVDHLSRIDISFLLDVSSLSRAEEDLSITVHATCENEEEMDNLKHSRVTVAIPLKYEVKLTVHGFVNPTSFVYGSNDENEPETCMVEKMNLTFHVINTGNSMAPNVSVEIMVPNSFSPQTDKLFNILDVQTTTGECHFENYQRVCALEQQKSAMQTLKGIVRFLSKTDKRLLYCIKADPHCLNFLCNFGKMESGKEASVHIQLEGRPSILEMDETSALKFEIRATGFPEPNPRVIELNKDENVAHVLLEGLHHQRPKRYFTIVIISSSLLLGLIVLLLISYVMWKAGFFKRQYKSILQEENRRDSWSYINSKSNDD
MEP2 TOR yeast: modulators of MEP2-GFP levels in yeast, primary screen, S. cerevisiae, multiplex flow cytometry, MLPCN library | 0.51% of 330,000 active | S. cerevisiae MEP2-GFP strain, 3 h; 100% = DMSO control level | GFP response vs DMSO, % at 10 µM | AID 2016, 2009;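 active = GFP response versus DMSO above a set limit, roughly screen mean plus 3 SD, cut at about 180% in these data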;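 also: median GFP fluorescence of the barcode-gated MEP2-GFP cells per well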
Numbers without * were called inactive. Rows are unselected; overall some 1.7% were active at least once.

The first 6 records, ahead of the listing:
For CCOC(=O)C1=C(C)NC(=O)NC1c1ccc(-c2ccccc2F)o1 (stereo not drawn) the results were AGP1-GFP MLPCN 101, GRK2 inh 1, CIT2-GFP yeast 103, LAP4 TOR yeast 91, CR mimetic SO 105, RPL19A-GFP yeast 104, VLA-4 inh 12 and MEP2 TOR yeast 94.
`COc1ccc(CCNC(=O)c2ccc(=O)[nH]c2)cc1OC` gave AGP1-GFP MLPCN 102, GRK2 inh 1, CIT2-GFP yeast 100, LAP4 TOR yeast 96, CR mimetic SO 107, RPL19A-GFP yeast 103, VLA-4 inh 22 and MEP2 TOR yeast 107.
For CSc1ccc(Cl)c(C(=O)OCC(=O)N2CC(C)OC(C)C2)c1 (stereo not drawn) the results were AGP1-GFP MLPCN 103, GRK2 inh 1, CIT2-GFP yeast 97, LAP4 TOR yeast 97, CR mimetic SO 96, RPL19A-GFP yeast 101, VLA-4 inh 2 and MEP2 TOR yeast 100.
Screening Cc1cc(C)cc(N(C(C)C(=O)NCc2ccc3c(c2)OCO3)S(C)(=O)=O)c1 (stereo not drawn) returned AGP1-GFP MLPCN 96, GRK2 inh 1, CIT2-GFP yeast 94, LAP4 TOR yeast 102, CR mimetic SO 99, RPL19A-GFP yeast 95, VLA-4 inh -2 and MEP2 TOR yeast 98.
For O=C(CNCC1CCCO1)NCc1ccco1 (stereo not drawn) the results were AGP1-GFP MLPCN 100, GRK2 inh 0, CIT2-GFP yeast 98, LAP4 TOR yeast 101, CR mimetic SO 115, RPL19A-GFP yeast 97, VLA-4 inh 20 and MEP2 TOR yeast 98.
For O=C(O)c1ccc(COc2ccc3c(c2)CCC3)cc1 the results were AGP1-GFP MLPCN 90, GRK2 inh 1, CIT2-GFP yeast 73, LAP4 TOR yeast 117, CR mimetic SO 115, RPL19A-GFP yeast 95, VLA-4 inh 2 and MEP2 TOR yeast 97.

The listing, from the start:
For CCOC(=O)C1=C(C)NC(=O)NC1c1ccc(-c2ccccc2F)o1 (stereo not drawn) the results were AGP1-GFP MLPCN 101, GRK2 inh 1, CIT2-GFP yeast 103, LAP4 TOR yeast 91, CR mimetic SO 105, RPL19A-GFP yeast 104, VLA-4 inh 12 and MEP2 TOR yeast 94.
`COc1ccc(CCNC(=O)c2ccc(=O)[nH]c2)cc1OC` gave AGP1-GFP MLPCN 102, GRK2 inh 1, CIT2-GFP yeast 100, LAP4 TOR yeast 96, CR mimetic SO 107, RPL19A-GFP yeast 103, VLA-4 inh 22 and MEP2 TOR yeast 107.
For CSc1ccc(Cl)c(C(=O)OCC(=O)N2CC(C)OC(C)C2)c1 (stereo not drawn) the results were AGP1-GFP MLPCN 103, GRK2 inh 1, CIT2-GFP yeast 97, LAP4 TOR yeast 97, CR mimetic SO 96, RPL19A-GFP yeast 101, VLA-4 inh 2 and MEP2 TOR yeast 100.
Screening Cc1cc(C)cc(N(C(C)C(=O)NCc2ccc3c(c2)OCO3)S(C)(=O)=O)c1 (stereo not drawn) returned AGP1-GFP MLPCN 96, GRK2 inh 1, CIT2-GFP yeast 94, LAP4 TOR yeast 102, CR mimetic SO 99, RPL19A-GFP yeast 95, VLA-4 inh -2 and MEP2 TOR yeast 98.
For O=C(CNCC1CCCO1)NCc1ccco1 (stereo not drawn) the results were AGP1-GFP MLPCN 100, GRK2 inh 0, CIT2-GFP yeast 98, LAP4 TOR yeast 101, CR mimetic SO 115, RPL19A-GFP yeast 97, VLA-4 inh 20 and MEP2 TOR yeast 98.
For O=C(O)c1ccc(COc2ccc3c(c2)CCC3)cc1 the results were AGP1-GFP MLPCN 90, GRK2 inh 1, CIT2-GFP yeast 73, LAP4 TOR yeast 117, CR mimetic SO 115, RPL19A-GFP yeast 95, VLA-4 inh 2 and MEP2 TOR yeast 97.
Screening CCC1(c2ccccc2)NC(=O)N(CC(=O)Nc2cc(Cl)ccc2N2CCN(C)CC2)C1=O (stereo not drawn) returned AGP1-GFP MLPCN 108, GRK2 inh 0, CIT2-GFP yeast 96, LAP4 TOR yeast 119, CR mimetic SO 103, RPL19A-GFP yeast 114, VLA-4 inh 9 and MEP2 TOR yeast 107.
For CCNC(=S)N1CCN(CC)CC1 the results were AGP1-GFP MLPCN 99, GRK2 inh 1, CIT2-GFP yeast 97, LAP4 TOR yeast 96, CR mimetic SO 101, RPL19A-GFP yeast 98, VLA-4 inh -15 and MEP2 TOR yeast 95.
`COc1ccc2nc3cc(Cl)ccc3c(C#N)c2c1` gave AGP1-GFP MLPCN 36, GRK2 inh 0, CIT2-GFP yeast 103, LAP4 TOR yeast 108, CR mimetic SO 92, RPL19A-GFP yeast 109, VLA-4 inh -2 and MEP2 TOR yeast 115.
`Cc1cc2c(=O)n(C)c(SCC(=O)Nc3ccccc3C)nc2s1` gave AGP1-GFP MLPCN 99, GRK2 inh 0, CIT2-GFP yeast 85, LAP4 TOR yeast 111, CR mimetic SO 123, RPL19A-GFP yeast 97, VLA-4 inh 0 and MEP2 TOR yeast 98.
For Cc1sc(NC(=O)c2ccccc2)c(C(c2ccc(Cl)cc2)N2CCN(CCO)CC2)c1C (stereo not drawn) the results were AGP1-GFP MLPCN 105, GRK2 inh 0, CIT2-GFP yeast 107, LAP4 TOR yeast 94, CR mimetic SO 106, RPL19A-GFP yeast 106, VLA-4 inh 2 and MEP2 TOR yeast 97.
Screening COc1ccc(F)cc1S(=O)(=O)NC(Cc1ccccc1)C(N)=O (stereo not drawn) returned AGP1-GFP MLPCN 107, GRK2 inh 3, CIT2-GFP yeast 93, LAP4 TOR yeast 107, CR mimetic SO 114, RPL19A-GFP yeast 101, VLA-4 inh 2 and MEP2 TOR yeast 114.
CC(=O)Nc1ccc(NC(=O)c2ccc(Cl)nc2)cc1 was read as AGP1-GFP MLPCN 101, GRK2 inh 2, CIT2-GFP yeast 106, LAP4 TOR yeast 101, CR mimetic SO 98, RPL19A-GFP yeast 99, VLA-4 inh 2 and MEP2 TOR yeast 99.
`CC(C)C(=O)NC(=S)Nc1sc2c(c1C(N)=O)CCCC2` gave AGP1-GFP MLPCN 95, GRK2 inh 0, CIT2-GFP yeast 93, LAP4 TOR yeast 87, CR mimetic SO 111, RPL19A-GFP yeast 97, VLA-4 inh 3 and MEP2 TOR yeast 103.
Screening CN(CC(=O)Nc1ccc(F)cc1)C(=O)COC(=O)c1ccccc1 returned AGP1-GFP MLPCN 111, GRK2 inh 0, CIT2-GFP yeast 103, LAP4 TOR yeast 118, CR mimetic SO 108, RPL19A-GFP yeast 97, VLA-4 inh 50* and MEP2 TOR yeast 108.
CC(=O)OCc1c(COC(C)=O)[n+](=O)c2ccccc2n1[O-] was read as AGP1-GFP MLPCN 99, GRK2 inh 0, CIT2-GFP yeast 90, LAP4 TOR yeast 98, CR mimetic SO 129, RPL19A-GFP yeast 100, VLA-4 inh -1 and MEP2 TOR yeast 99.
`CC1CCCC(NC(=O)CSc2nncs2)C1C` (stereo not drawn) gave AGP1-GFP MLPCN 98, GRK2 inh 0, CIT2-GFP yeast 99, LAP4 TOR yeast 102, CR mimetic SO 80, RPL19A-GFP yeast 99, VLA-4 inh 5 and MEP2 TOR yeast 96.
For CCc1cccc(NC(=O)CCCN2C(=O)NC(C)(C)C2=O)c1 the results were AGP1-GFP MLPCN 95, GRK2 inh 0, CIT2-GFP yeast 85, LAP4 TOR yeast 102, CR mimetic SO 125, RPL19A-GFP yeast 96, VLA-4 inh 7 and MEP2 TOR yeast 98.
`CSc1nc(Oc2ccc(=O)n(C)n2)nc(N(C)C)n1` gave AGP1-GFP MLPCN 95, GRK2 inh 0, CIT2-GFP yeast 94, LAP4 TOR yeast 88, CR mimetic SO 95, RPL19A-GFP yeast 91, VLA-4 inh -4 and MEP2 TOR yeast 91.
OC(COCc1ccco1)CN1CCN(C(c2ccccc2)c2ccccc2)CC1 (stereo not drawn) was read as AGP1-GFP MLPCN 97, GRK2 inh 0, CIT2-GFP yeast 99, LAP4 TOR yeast 91, CR mimetic SO 100, RPL19A-GFP yeast 97, VLA-4 inh 8 and MEP2 TOR yeast 100.
For COc1ccc(NC(=O)COC(=O)C2CCC(C(C)(C)C)CC2)c([N+](=O)[O-])c1 (stereo not drawn) the results were AGP1-GFP MLPCN 94, GRK2 inh 0, CIT2-GFP yeast 102, LAP4 TOR yeast 86, CR mimetic SO 77, RPL19A-GFP yeast 98, VLA-4 inh -5 and MEP2 TOR yeast 103.
COc1ccc(/C=N/NC(=O)CNS(=O)(=O)c2ccc(C)cc2)cc1 was read as AGP1-GFP MLPCN 95, GRK2 inh 4, CIT2-GFP yeast 100, LAP4 TOR yeast 94, CR mimetic SO 109, RPL19A-GFP yeast 98, VLA-4 inh 11 and MEP2 TOR yeast 101.
For COc1ccc(Cl)cc1S(=O)(=O)NCCCn1ccnc1 the results were AGP1-GFP MLPCN 91, GRK2 inh 0, CIT2-GFP yeast 96, LAP4 TOR yeast 80, CR mimetic SO 91, RPL19A-GFP yeast 93, VLA-4 inh 9 and MEP2 TOR yeast 97.
O=C(N/N=C/c1ccc([N+](=O)[O-])cc1)c1cc(C2CC2)[nH]n1 was read as AGP1-GFP MLPCN 89, GRK2 inh 0, CIT2-GFP yeast 101, LAP4 TOR yeast 79, CR mimetic SO 101, RPL19A-GFP yeast 97, VLA-4 inh -12 and MEP2 TOR yeast 97.
For Cc1nn(Cc2ccc(Cl)cc2Cl)c(Cl)c1/C=N/NC(=O)CNc1cccc(C(F)(F)F)c1 the results were AGP1-GFP MLPCN 99, GRK2 inh 4, CIT2-GFP yeast 94, LAP4 TOR yeast 99, CR mimetic SO 113, RPL19A-GFP yeast 102, VLA-4 inh 2 and MEP2 TOR yeast 106.
`C/C=C\C(=O)Nc1cccc(C2=NOC3(C2)C[C@@H](C(N)=O)N(C(=O)c2ccc(Cl)cc2)C3)c1` (stereo partly drawn) gave AGP1-GFP MLPCN 82, GRK2 inh 3, CIT2-GFP yeast 89, LAP4 TOR yeast 134, CR mimetic SO 93, RPL19A-GFP yeast 91, VLA-4 inh 8 and MEP2 TOR yeast 83.
`Nn1c(SCc2cc([N+](=O)[O-])cc3c2OCOC3)nnc1-c1cccnc1` gave AGP1-GFP MLPCN 102, GRK2 inh 0, CIT2-GFP yeast 94, LAP4 TOR yeast 96, CR mimetic SO 103, RPL19A-GFP yeast 98, VLA-4 inh 11 and MEP2 TOR yeast 95.
Screening Fc1ccccc1COc1ccc(Br)cc1CNCc1ccncc1 returned AGP1-GFP MLPCN 97, GRK2 inh 0, CIT2-GFP yeast 100, LAP4 TOR yeast 114, CR mimetic SO 94, RPL19A-GFP yeast 96, VLA-4 inh -8 and MEP2 TOR yeast 102.
Cc1ccc(-c2noc(COc3ccccc3C)n2)cc1 was read as AGP1-GFP MLPCN 96, GRK2 inh 0, CIT2-GFP yeast 94, LAP4 TOR yeast 101, CR mimetic SO 90, RPL19A-GFP yeast 98, VLA-4 inh 14 and MEP2 TOR yeast 102.
CC1(NC(=O)CSc2nnc(-c3ccco3)n2Cc2ccccc2)CCS(=O)(=O)C1 (stereo not drawn) was read as AGP1-GFP MLPCN 100, GRK2 inh 2, CIT2-GFP yeast 97, LAP4 TOR yeast 95, CR mimetic SO 99, RPL19A-GFP yeast 96, VLA-4 inh 5 and MEP2 TOR yeast 99.
CCc1cc(C(=O)N(CC)CC(=O)Nc2ccc(OC)cc2)sc1C was read as AGP1-GFP MLPCN 100, GRK2 inh 0, CIT2-GFP yeast 99, LAP4 TOR yeast 106, CR mimetic SO 107, RPL19A-GFP yeast 104, VLA-4 inh 0 and MEP2 TOR yeast 106.
